SSB-PriA inh: K. pneumoniae PriA-SSBct interaction inhibition; AlphaScreen SSBct-PriA binding, biotinylated peptide; inhibition, % at 33 µM; 0.6% of 430,000 active; AID 1272365; in the data active means inhibition mostly above about 37%, no sharp cut-off; inactive means mostly below about 20%;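 further: plate controls were negative control peptide for no effect and reference peptide for full effect; strong numbers were not always called active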
3CLpro inhibitor: SARS-CoV 3CLpro protease inhibition; recombinant SARS-CoV 3CLpro, quenched FRET peptide cleavage; inhibition, % at 6 µM; 0.14% of 290,000 active; in the data active means inhibition above about 12%
Anthrax LF inh2: blocks Bacillus anthracis lethal factor protease; P15917; 0.12% of 360,000 active; inhibition, % at 10 µM; multiplex microsphere protease cleavage assay, LF; further: plate controls were buffer without enzyme for full effect and enzyme alone for no effect
Target sequence (P15917 whole entry, looked up): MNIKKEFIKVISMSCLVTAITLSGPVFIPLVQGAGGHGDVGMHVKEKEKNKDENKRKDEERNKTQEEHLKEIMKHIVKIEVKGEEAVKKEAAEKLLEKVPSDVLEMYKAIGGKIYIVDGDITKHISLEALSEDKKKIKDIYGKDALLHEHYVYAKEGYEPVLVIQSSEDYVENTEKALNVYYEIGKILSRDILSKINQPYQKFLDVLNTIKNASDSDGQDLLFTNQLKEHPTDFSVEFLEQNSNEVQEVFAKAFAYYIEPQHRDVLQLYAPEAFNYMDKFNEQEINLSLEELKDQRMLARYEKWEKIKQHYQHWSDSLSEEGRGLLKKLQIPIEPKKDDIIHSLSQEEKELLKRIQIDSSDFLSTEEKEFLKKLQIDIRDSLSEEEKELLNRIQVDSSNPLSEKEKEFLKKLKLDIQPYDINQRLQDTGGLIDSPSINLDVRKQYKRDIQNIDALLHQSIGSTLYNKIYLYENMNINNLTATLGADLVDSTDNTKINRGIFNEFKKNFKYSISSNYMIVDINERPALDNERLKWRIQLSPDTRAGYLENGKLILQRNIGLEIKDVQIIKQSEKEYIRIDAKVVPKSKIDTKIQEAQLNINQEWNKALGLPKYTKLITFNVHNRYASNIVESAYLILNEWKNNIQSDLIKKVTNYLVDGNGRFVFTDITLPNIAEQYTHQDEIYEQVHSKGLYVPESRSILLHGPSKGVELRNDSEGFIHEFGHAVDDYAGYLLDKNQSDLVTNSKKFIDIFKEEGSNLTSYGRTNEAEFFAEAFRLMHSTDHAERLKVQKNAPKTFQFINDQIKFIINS
Vc quorum ag: quorum light induction in luxS cqsA deficient V. cholerae | 0.16% of 350,000 active | activation, % at 18.7 µM | AID 588436 | V. cholerae BH1578 lux reporter, luminescence, 6 h; in the data active means activation mostly above about 9.7%, no sharp cut-off; inconclusive means no clear call, values can overlap the other calls; inactive means mostly below about 3.7%; further: not every result past the cut was called active; inactives centre near 0; reference of the scale not given here
BoNT-A LC inh2: inhibitors of Botulinum neurotoxin A light chain protease; 0.17% of 360,000 active; inhibition, % at 10 µM; multiplex microsphere protease substrate cleavage, flow cytometry; further: plate controls were buffer without enzyme for full effect and enzyme alone for no effect
PfHsp40 rescue: rescue of PfHsp40-mediated yeast toxicity; S. cerevisiae expressing PfHsp40, growth rescue, ATP luminescence; growth rescue, % at 12.5 µM; 0.68% of 340,000 active; AID 504582; in the data active means growth rescue above about 28%, passing the limit was not always enough; inconclusive means no clear call, values can overlap the other calls;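 further: yeast W303a lacking pdr1 and pdr3 grown in galactose medium; growth measured after three days at 30 °C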
Yp Topo-I inh: Y. pestis Topo-I inhibition via cleavage products; Y. pestis Topo-I cleavage product accumulation, plate reader; 0.064% of 360,000 active; AID 504884; activity, % at 10 µM; in the data active means activity above about 50%, passing the limit was not always enough; inconclusive means no clear call, values can overlap the other calls; further: inactives centre near 2
TcdB GH inh: inhibitors of Clostridioides difficile toxin B glycohydrolase; TcdB glycohydrolase enzymatic assay, plate reader; inhibition, % at 9.99 µM; P18177; 0.24% of 350,000 active; in the data active means inhibition above about 10%
CCHFV vOTU inh: CCHFV vOTU protease inhibition; Pep-AMC fluorescence; inhibition, % at 11.5 µM; 0.55% of 370,000 active; AID 651958; in the data active means inhibition above about 30%; further: 0% = vehicle wells with enzyme and 100% = no enzyme wells
VHR inh abs: DUSP3 (human) phosphatase inhibition; inhibition, % at 13.3 µM; recombinant VHR phosphatase, pNPP absorbance; 0.52% of 290,000 active; P51452; in the data active means inhibition above about 50%; further: some compounds called inactive have numbers as strong as hits
Target sequence (P51452 whole entry, looked up): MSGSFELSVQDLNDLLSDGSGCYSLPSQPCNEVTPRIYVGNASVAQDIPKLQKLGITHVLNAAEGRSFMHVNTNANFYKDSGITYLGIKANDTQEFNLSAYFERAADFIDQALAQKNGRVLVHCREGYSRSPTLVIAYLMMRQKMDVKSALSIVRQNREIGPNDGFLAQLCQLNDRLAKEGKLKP
The depositor's hits bear a star; i = inactive; ? = inconclusive; . = not tested or not shown; & = joins results of further samples; ! = not confirmed by another sample. Unless noted, no stated cut-off is given here; in the data, active means inhibition above about 30%; inconclusive means no clear call, values can overlap the other calls; inactive means below that. Not all compounds are listed, so the mix of outcomes need not match the whole.

Below each SMILES: SSB-PriA inh	3CLpro inhibitor	Anthrax LF inh2	Vc quorum ag	BoNT-A LC inh2	PfHsp40 rescue	Yp Topo-I inh	TcdB GH inh	CCHFV vOTU inh	VHR inh abs
- CCC(C)c1ccc(NC(=S)NCc2ccccc2OC)cc1 (stereo not drawn)
 : -5.1	-0.9	1.7	-0.4	0.3	83.5*	-4.4	3.8	4.1	0.8
- CCn1c(=O)c2cc(C(=O)NC(C)C)sc2c2ccccc21
 : -4.7	3.4	-0.2	-0.3	-0.5	-0.1	-5.0	3.5	-61.7	38.8
- Cc1noc(C)c1S(=O)(=O)N1CCC(C(=O)Nc2ccccn2)CC1
 : -0.6	-0.9	0.1	0.0	-0.9	-0.5	-1.7	.	13.3	-17.6
- Cc1cccc(C(=O)NNc2ncnc3c2cnn3C)c1
 : -3.9	-1.2	-3.6	-0.5	-0.5	-1.2	-0.2	1.3	-2.6	31.3
- COc1ccc(NC(=O)CSc2ccccc2)c(OC)c1
 : -20.5	4.0	-0.1	i	-0.8	0.5	11.5	.	0.3	16.1
- CC(/C=C/C1(O)C(C)CC(O)CC1(C)C)OC1OC(CO)C(O)C(O)C1O (stereo not drawn)
 : -10.9	.	-2.7	-0.6	-0.2	-0.2	6.4	-0.5	8.8	10.4
- Cc1cccc(/C=N/NC(=O)c2ccc(F)cc2)n1
 : .	3.4	-12.6	i	-3.4	1.2	5.4	2.0	5.8	12.5
- CC1CCN(c2ccccc2NC(=S)NC(=O)C(C)(C)C)CC1
 : -9.7	-0.7	-2.4	i	-0.2	3.2	18.3	1.4	-6.8	0.6
- CCCCCCC1CCC(C(=O)NC(CCSC)C(=O)NC(C(=O)OC)C(C)C)CC1 (stereo not drawn)
 : -1.2	-4.0	-5.0	1.5	0.1	0.5	-1.1	.	9.1	11.9
- CCOCCCn1c(=S)[nH]c2cc(C(=O)N3CCC(C(N)=O)CC3)ccc2c1=O
 : -13.1	-5.2	-8.3	-0.3	1.9	-0.2	-7.6	.	-0.8	11.3
- COc1cccc(-c2ccccc2C2=CC(=O)CC(C)(C)C2=O)c1
 : .	.	5.9	-2.3	1.0	.	0.0	0.9	0.7	.
- O=C(O)/C(=C\c1cccs1)c1ccc(F)cc1
 : -24.1	2.8	3.3	i	0.0	1.1	2.0	0.2	-6.0	11.9
- CC1=C(C)CC(C(=O)Nc2cccc([N+](=O)[O-])c2)C(C(=O)O)C1 (stereo not drawn)
 : -10.0	-2.2	-1.4	-0.3	-0.5	0.5	-0.6	.	-1.3	8.2
- O=[N+]([O-])c1ccc(C2NS(=O)(=O)N=C3CCCCCN32)cc1 (stereo not drawn)
 : 7.1	-1.8	-0.9	3.7	-0.4	-0.4	1.2	0.4	2.9	6.1
- CC(=O)C1C(c2ccccc2)c2c(n[nH]c2C)CC1(C)O (stereo not drawn)
 : -1.0&-15.1	-7.6	-1.4	-1.7	-0.1	0.5	-0.1	.	23.5	26.4
- Cc1ccc(S(=O)(=O)N2CCN(c3ncccn3)CC2)cc1C
 : -1.1	3.2	-3.6	1.4	-6.5	-0.9	-7.6	0.4	1.6	.
- O=C1/C(=C/c2ccncc2)SC(=S)N1C1CCS(=O)(=O)C1 (stereo not drawn)
 : -17.7	1.9	4.5	-0.4	0.3	-0.9	-5.9	.	-3.5	23.1
- COc1cccc(Oc2ccc3nnc(C(F)(F)F)n3n2)c1
 : 5.3	3.8	-10.5	i	-0.2	0.6	5.6	11.3*	4.8	-8.6
- S=C1NCN(Cc2ccco2)CN1c1ccccc1
 : -8.2	0.4	-6.5	-0.4	-0.9	-0.4	-1.3	-0.2	-11.8	-6.7
- Cc1cccc(-n2cnc(C(=O)NC3CCCCCC3)c2)n1
 : -6.9	-2.0	-1.9	i	-0.2	0.1	2.9	.	3.2	37.0
- CCCCN1C(=O)NC(NC(=O)c2ccco2)(C(F)(F)F)C1=O (stereo not drawn)
 : -19.8	3.7	-4.6	-0.3	-0.3	2.1	5.5	.	-7.0	17.3
- Cc1ccc(C)c(C(=O)CCC(=O)O)c1
 : -9.0	-2.1	-7.8	-0.6	0.5	0.7	-6.7	-1.1	1.4	18.2
- COc1ccc(C2CC(C(C)(C)C)=NN2c2ccc(S(N)(=O)=O)cc2)cc1 (stereo not drawn)
 : 1.1	.	-4.0	i	-0.4	4.1	25.7	1.1	17.6	.
- Cc1cc(C)n(NC(=S)NC2CCCCC2)c(=O)c1C#N
 : 0.6	2.6	2.5	-0.7	?	-0.3	-9.7	-0.1	-7.5	13.3
- NNC(=O)c1oc2ccccc2c1-n1cccc1
 : 0.5	3.6	-6.2	0.5	-2.5	0.2	7.0	-3.7	7.8	15.2
- O=C(O)CCC(=O)N1CCC[C@H]1C(=O)O
 : 3.0	.	-0.1	3.6	-0.7	0.2	1.1	0.6	-4.5	6.5
- Cc1nn(C)cc1/C=N/NC(=S)Nc1ccccc1
 : .	-3.8	-12.3	-0.3	-0.2	-0.9	2.5	.	8.7	13.1
- O=C(O)c1ccc(-c2ccc(/C=C3\NC(=O)N(Cc4ccc(Cl)cc4)C3=O)o2)cc1
 : -11.4	2.5	-1.4	-0.5	-1.1	-1.4	7.9	-1.4	8.6	30.7
- COCCN(C(=O)Nc1ccc(OC)cc1OC)C1CCN(C(C)=O)CC1
 : -9.4	3.2	4.2	i	-0.1	0.2	-1.7	.	1.4	7.1
- COc1cccc(-n2c(SCC(=O)OC(C)C)nnc2-c2cccnc2)c1
 : 6.3	5.2	1.6	-0.2	0.9	0.0	-5.0	0.3	5.1	9.7

Fetched one by one from the list above, two records:
Below each SMILES: SSB-PriA inh	3CLpro inhibitor	Anthrax LF inh2	Vc quorum ag	BoNT-A LC inh2	PfHsp40 rescue	Yp Topo-I inh	TcdB GH inh	CCHFV vOTU inh	VHR inh abs
- Cc1ccc(C)c(C(=O)CCC(=O)O)c1
 : -9.0	-2.1	-7.8	-0.6	0.5	0.7	-6.7	-1.1	1.4	18.2
- O=C(O)CCC(=O)N1CCC[C@H]1C(=O)O
 : 3.0	.	-0.1	3.6	-0.7	0.2	1.1	0.6	-4.5	6.5

New compounds follow
Below each SMILES: SSB-PriA inh	3CLpro inhibitor	Anthrax LF inh2	Vc quorum ag	BoNT-A LC inh2	PfHsp40 rescue	Yp Topo-I inh	TcdB GH inh	CCHFV vOTU inh	VHR inh abs
- COc1ccc(/C=C/C(=O)c2ccccc2)cc1Cn1nnc2ccccc21
 : 18.7	0.4	1.1	0.6	-0.1	0.6	-2.0	.	10.2	17.7
- COC1=CC(=O)OC(C)(c2ccccc2)C1 (stereo not drawn)
 : 3.6	.	-7.3	1.0	0.0	0.5	6.0	0.7	1.2	.
- CCN(c1cccc(C(F)(F)F)c1)S(=O)(=O)c1ccc2c(c1)CCN2C(C)=O
 : -20.2	6.7	-1.6	i	-1.8	0.4	5.0	.	41.7*	6.3
- C/C(=N\NC(=O)CNC(=O)c1ccc2c(c1)OCCO2)c1ccco1
 : .	-2.4	-6.2	-0.3	0.0	-1.6	3.9	0.8	15.8	-12.8
- CC(O)CCc1ccc(O)cc1 (stereo not drawn)
 : -7.3	-3.1	-1.1	i	-0.2	-1.0	-0.9	1.6	-14.4	16.9
- Cc1ccc(S(=O)(=O)c2c[nH]c3cc4c(cc3c2=O)OCO4)cc1
 : .	0.2	.	.	.	.	.	-0.9	-8.0	-20.1
- CCCN1CCC(NC(=O)Nc2ccc(OC)c(OC)c2)CC1
 : -11.2	2.7	1.2	-0.3	-1.0	-0.9	1.4	.	-0.4	-7.5
- CCc1ccc(-c2nc(CN3CCC(C(=O)NCCc4ccc(OC)c(OC)c4)CC3)c(C)o2)cc1
 : -1.1	-4.9	-15.0	.	-1.5	-1.5	1.6	.	5.0	27.0
- Cn1cc(-c2csc(C(O)c3ccc(F)cc3)n2)cn1 (stereo not drawn)
 : .	.	-1.0	-0.1	-0.2	.	-2.9	-1.0	0.4	.
- Cn1c(Cl)nc2c1c(=O)n(Cc1cccc(Br)c1)c(=O)n2C
 : -3.6	-4.9	0.1	-0.7	0.5	0.9	0.8	0.4	-3.4	-10.9
- Cc1ccc(-c2ccc([C@H]3[C@@H]4C=CCC[C@@]4(C)C(=O)N3Cc3ccccc3)c(F)c2)cc1
 : -1.9	.	-0.4	-0.9	-0.2	-0.9	16.7	2.6	2.2	-0.3
- COC(=O)c1cc(OC)c(OC)cc1-n1cnc2cc(OC)c(OC)cc2c1=O
 : -3.8	2.1	-2.8	-3.1	-0.4	-0.4	-8.2	.	-6.1	13.8
- COc1ccccc1C1=NN(C(=S)Nc2ccccc2)C(c2ccco2)C1 (stereo not drawn)
 : 39.0*!	3.3	-2.9	10.8	-0.1	-1.2	-2.1	.	2.6	20.8
- Cc1ccc(SCC(=O)N=C2NC(=O)CS2)cc1
 : -10.7	-4.2	1.7	-0.3	-1.1	-1.8	4.1	1.2	-13.9	16.1
- CC1CC(C)CN(C(=O)c2ccc(S(=O)(=O)N3CC(C)CC(C)C3)cc2)C1 (stereo not drawn)
 : -11.8	-4.3	15.0	-0.2	-1.7	-1.1	19.4	2.2	16.4	23.1
- O=C(O)CCN1C(=O)c2ccccc2C1=O
 : 4.7	-9.1	1.6	-0.4	1.1	-0.9	-3.3	.	-27.1	13.3
- O=C(CC1NCCNC1=O)NC1Cc2ccccc2C1 (stereo not drawn)
 : -4.5	-2.4	-2.3	-0.4	-5.3	0.0	-8.5	1.2	5.3	1.1
- CCOc1ncccc1C(=O)Nc1cccc(S(=O)(=O)N2CCCCC2)c1
 : 2.4	.	4.8	-2.1	2.6	9.8	-3.0	0.4	-1.3	.
- CCOc1ccc(S(=O)(=O)NCC(=O)NC2CCCCC2)cc1
 : -17.5	.	-4.1	-0.5	-0.5	-0.2	-2.6	2.2	-4.5	.
- Cc1ccc(C(=O)COc2cc(C)nc3nncn23)cc1
 : -10.6	2.5	-4.3	923.3*	?	-1.7	-4.5	1.6	4.8	-6.5
- O=S(=O)(NC1CCCC1)c1cc(F)ccc1F
 : -24.1	-1.7	.	0.0	.	-1.1	3.2	1.8	-4.2	9.6
- COc1ccc(NC(=O)CSc2nnc(N)s2)c([N+](=O)[O-])c1
 : 2.5	4.0	2.0	i	-0.7	-0.7	3.2	-0.6	12.0	-5.2
- O=C(c1noc2c1CCCC2)N1CCCC(N2CCN(c3ccccc3F)CC2)C1 (stereo not drawn)
 : -0.8	0.4	0.5	-0.1	2.2	-2.4	11.3	.	.	33.9
- CC(C)CC(=O)Nc1c2c(nn1-c1ccc(F)cc1)CSC2
 : 3.5	-4.6	-10.0	-0.3	-1.0	0.3	-4.1	-10.8	21.3	-7.3
- COc1cccc(-c2cc(C(=O)Nc3ccc(N(C)C(C)=O)cc3)c3cc(Br)ccc3n2)c1
 : -11.8	.	-2.0	i	-1.7	1.5	15.7	-0.8	13.2	.
- NS(=O)(=O)c1ccc(NC=C2C(=O)OC3(CCCCC3)OC2=O)cc1
 : -7.3	1.2	0.0	i	0.7	-0.6	7.4	.	-1.6	-3.8
- Clc1ccc(CNC2CCCC2)cc1
 : 6.6	-1.4	-1.7	-1.9	0.2	-0.2	3.0	.	-11.2	31.0
- COc1cc([N+](=O)[O-])ccc1-c1ccc(/C=N/NC(N)=O)o1
 : i	-1.2	1.5	-1.1	3.5	0.1	-1.1	1.6	-4.5	18.8
- Cc1ccc(C(=O)CC2(O)C(=O)N(C)c3ccccc32)o1 (stereo not drawn)
 : -16.6	-2.8	-2.7	-0.2	-0.3	-0.5	2.9	-7.3	7.3	35.7
- Cc1nc2ccccc2c(=O)n1CCc1ccccc1
 : -1.3	-3.4	19.5	i	0.2	1.1	4.1	1.1	-2.4	15.5
- O=C(CCNC(=O)c1ccccc1)Oc1ccc([N+](=O)[O-])cc1
 : 3.6	3.5	12.1	-0.8	1.8	-0.6	-0.3	.	-2.7	-7.0
- O=C(C1CCC1)N1CCc2cc(S(=O)(=O)NCC3COc4ccccc4O3)ccc21 (stereo not drawn)
 : 4.5	2.1	-4.2	i	0.0	2.7	46.5	.	2.1	-9.5

Bioassay records deposited in PubChem BioAssay by several laboratories.
